# Assay outcomes from PubChem BioAssay.
# S1P3 antag = blocks the human S1P3 receptor. hit rate 0.27% among 170,000. inhibition, % at 4.98 µM. CHO S1P3 NFAT-BLA reporter, FRET fluorescence, antagonist mode. Q99500;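 active means inhibition above the plate cutoff, the mean inhibition of test wells on that plate plus 3 SD, cut at about 28% in these data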;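 further: cells challenged with S1P at its EC80 of 0.8 µM; blue over green emission ratio from cleaved BLA substrate after 4 h stimulation; 0% = S1P-stimulated wells and 100% = unstimulated DMSO-only wells; some compounds past the cut are filed as inactive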
# Lmaj promast = reduces viability of Leishmania major promastigotes; inhibition, % at 10 µM; resazurin fluorescence viability; hit rate 9% among 200,000; AID 1063; in the data active means inhibition above about 50%;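 further: promastigotes grown with compound for 44 hours at 28 °C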
# bIAP inhibitor = blocks bovine intestinal alkaline phosphatase activity; purified bovine IAP, CDP-star luminescence, 30 min; inhibition, % at 20 µM; 190,000 tested, under 10 active; AID 1019;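 active means over 50% inhibition of intestinal alkaline phosphatase at 20 µM in the single-dose screen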
#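 Assay system – bovine IAP enzyme · Quantity – bovine IAP at 1/65,000,000 final dilution · Detection – CDP-star luminescence signal · Times – 30 min reaction at room temperature · Also added – CDP-star substrate at 30 µM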
# bIAP act = intestinal alkaline phosphatase (bovine) activation. purified bovine IAP, CDP-star luminescence, 30 min; hits give high values; fold of DMSO-control signal, blank-subtracted. activation factor at 20 µM. hit rate 0.17% among 200,000. AID 1016;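 active means activation factor of 2 or more at 20 µM, a signal rise over negative controls twice the positive control's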
# Redox H2O2 prof = compounds producing H2O2 with reducing agent – biochemical, NIH compound library profiling, artefact control for MLSCN library redox annotation, primary screen. DTT-dependent redox cycling H2O2, phenol red/HRP absorbance; 100% = 100 µM peroxide control, 0% = buffer. activation, % at 10 µM. hit rate 0.03% among 200,000. AID 878;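 active means activation of at least 50% relative to the plate's high and low controls in the primary single-dose screen; inactive means activation below 50%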;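 further: compound incubated with DTT at 0.8 mM final as the reducing agent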
# TR-FRET SRC-2 ct = counter-screen for PPARgamma SRC-2 recruitment agonists: TR-FRET artefact | hits give high values | TR-FRET ratio at 8 µM | hit rate 0.4% among 200,000 | AID 1049; in the data active means TR-FRET ratio above about 2000; further: inactives centre near 1500; reference of the scale not given here
# PPARg SRC2 recr = agonists of SRC-2 recruitment by human PPARgamma | P37231 | PPARgamma LBD-SRC-2 recruitment, biochemical | activation, % at 8 µM | hit rate 0.34% among 200,000 | AID 1032; in the data active means activation above about 22%;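 further: 0% = vehicle and 100% = reference agonist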
# ROMK mod = modulators of human ROMK potassium channel; P48048; Tet-inducible ROMK, thallium flux fluorescence; actives lie on both sides; B-score at 10 µM; hit rate 2% among 130,000; AID 1918;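 active means signal ratio slope over the read window, or its plate-corrected B-score, at least 3 SD from the plate mean, either direction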;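 further: B-score of the F/F0 ratio slope over 7 to 12 s after thallium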
# PPARg SRC3 recr = promotes SRC-3 coactivator recruitment by human PPARgamma | P37231 | biochemical PPARgamma/SRC-3 coactivator recruitment assay | activation, % at 8 µM | hit rate 0.26% among 200,000 | AID 731; in the data active means activation above about 23%;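 further: 0% = DMSO and 100% = reference agonist; some compounds past the cut are filed as inactive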
# PPARg SRC1 recr = promotes SRC-1 coactivator recruitment by human PPARgamma; P37231; PPARgamma-SRC-1 coactivator recruitment biochemical assay; activation, % at 8 µM; hit rate 0.41% among 200,000; in the data active means activation above about 19%;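 further: 0% = DMSO and 100% = reference agonist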
# TLR4 MyD88 comp = inhibitors of human TLR4-MyD88 binding. inhibition, % at 8.4 µM. hit rate 0.18% among 200,000. O00206+Q99836. HeLa CL3-4 TLR4/MyD88 BLA complementation, FRET ratio; in the data active means inhibition above about 25%;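 further: 0% = vehicle and 100% = reference inhibitor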
# Target sequence (O00206 whole entry, looked up): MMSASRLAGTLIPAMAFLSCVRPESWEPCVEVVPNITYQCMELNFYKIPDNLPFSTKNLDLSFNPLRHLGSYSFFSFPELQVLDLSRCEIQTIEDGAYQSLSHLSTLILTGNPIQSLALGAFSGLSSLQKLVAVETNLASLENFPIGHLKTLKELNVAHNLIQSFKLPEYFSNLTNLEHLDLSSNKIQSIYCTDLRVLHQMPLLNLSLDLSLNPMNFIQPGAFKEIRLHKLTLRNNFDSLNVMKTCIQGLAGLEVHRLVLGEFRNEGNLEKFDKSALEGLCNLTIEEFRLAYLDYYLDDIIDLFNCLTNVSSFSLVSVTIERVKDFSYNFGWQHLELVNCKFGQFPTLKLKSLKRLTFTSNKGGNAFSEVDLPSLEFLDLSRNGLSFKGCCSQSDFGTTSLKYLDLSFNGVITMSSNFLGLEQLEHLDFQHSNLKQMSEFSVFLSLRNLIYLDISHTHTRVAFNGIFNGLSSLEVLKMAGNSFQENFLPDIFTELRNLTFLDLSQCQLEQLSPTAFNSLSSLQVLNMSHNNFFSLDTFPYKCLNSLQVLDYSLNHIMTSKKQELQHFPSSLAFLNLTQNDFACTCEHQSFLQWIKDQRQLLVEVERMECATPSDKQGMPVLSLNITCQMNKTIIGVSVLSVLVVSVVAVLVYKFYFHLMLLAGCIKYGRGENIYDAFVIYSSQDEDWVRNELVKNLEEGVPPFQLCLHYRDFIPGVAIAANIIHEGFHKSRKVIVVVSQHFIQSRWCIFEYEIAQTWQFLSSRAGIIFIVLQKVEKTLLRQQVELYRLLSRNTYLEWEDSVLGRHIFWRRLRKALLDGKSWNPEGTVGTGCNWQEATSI
# Target sequence (Q99836 whole entry, looked up): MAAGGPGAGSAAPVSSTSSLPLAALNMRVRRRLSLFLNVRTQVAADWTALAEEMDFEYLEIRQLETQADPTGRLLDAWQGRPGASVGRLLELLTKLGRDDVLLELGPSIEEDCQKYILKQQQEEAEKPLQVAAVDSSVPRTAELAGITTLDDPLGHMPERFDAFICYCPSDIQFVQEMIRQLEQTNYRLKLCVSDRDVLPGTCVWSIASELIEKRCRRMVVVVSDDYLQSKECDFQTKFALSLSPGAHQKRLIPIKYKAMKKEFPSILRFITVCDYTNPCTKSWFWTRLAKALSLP
# Numbers without * were called inactive; . = not tested or not shown.
SMILES,S1P3 antag,Lmaj promast,bIAP inhibitor,bIAP act,Redox H2O2 prof,TR-FRET SRC-2 ct,PPARg SRC2 recr,ROMK mod,PPARg SRC3 recr,PPARg SRC1 recr,TLR4 MyD88 comp
CCN(CC1COc2ccccc2O1)C(=S)NC1CC2CCC1C2 (stereo not drawn),14,29,7,0.9,0.0,1434,1,-1.2,-2,5,-4
COc1ccc(Oc2nc(SC)nc3ccccc23)cc1,.,-3,7,0.9,3.2,1509,-6,.,5,-1,-13
CCOc1ccc(-c2nnc(-c3cccnc3)o2)cc1OCC,-5,31,-12,1.1,-3.5,1538,10,1.6,16,4,-4
COc1cc2[nH]c(=S)nc(Nc3ccc(NC(C)=O)cc3)c2cc1OC,-10,-4,1,1,-1.5,1416,-4,1.2,1,2,6
Cc1ccc(C)c(S(=O)(=O)Nc2ccc(C(N)=O)cc2)c1,-9,-4,13,0.9,-0.1,1409,0,0.098,-4,-3,4
Cc1ccc(C(=O)N2CCOCC2)cc1[N+](=O)[O-],1,30,21,0.8,0.2,1513,-4,1.2,-2,3,-5
CCOC(=O)c1c(NC(=O)c2cnn3c2NC(c2cccc(OC)c2)CC3C(F)(F)F)sc2c1CCCC2 (stereo not drawn),-11,11,5,1,-0.8,1608,3,0.25,1,4,-3
COc1ccc(C(CNC(=O)c2cc(C)oc2C)N2CCOCC2)cc1 (stereo not drawn),-6,-4,-7,1.1,2.9,1513,2,.,-4,-6,4
CCCn1c2c(c(O)c(C(=O)Nc3ccc(OCC)cc3)c1=O)CCCC2,-28,8,4,1,0.6,1475,2,-0.44,0,-3,6
Cc1c(C)n(CC(O)CNCCO)c2ccccc12 (stereo not drawn),6,-10,-7,1.1,-2.3,1573,0,-1.1,-1,-3,3
CS(=O)(=O)N(CC(=O)NC1CCCC1)Cc1ccc(Cl)cc1,.,-2,-7,1.1,0.0,1400,5,-0.23,-4,2,-7
Cc1nn(C)cc1C(C(=O)NC1CCCCC1)N(C(=O)Cc1cccs1)c1ccc(C(C)C)cc1 (stereo not drawn),.,13,-8,1.1,-2.0,1651,9,.,8,1,-5
COC(=O)C1=NN(C(C)=O)C2(CC(=O)N(c3cccc(C)c3)C2=O)C1 (stereo not drawn),-11,-5,-15,1.2,0.2,1774,7,.,2,-4,-1
COc1cccc2cc(C(C)N(CCCN3CCOCC3)C(=S)Nc3cccc(C)c3C)oc12 (stereo not drawn),-1,18,5,1,-2.6,1535,7,0.078,3,5,3
O=C1NCCCC2c3c(cc(Br)c(O)c3Br)OC12N1CCOCC1 (stereo not drawn),-12,0,4,1,3.8,1585,12,-0.53,2,2,0
Cc1ccc(NC(=O)/C(=C/c2cccs2)NC(=O)c2ccco2)cc1,-21,-3,7,0.9,-0.1,1397,-6,.,-4,-2,-4
O=C(NC1CCCCCC1)c1c(O)c2ccccc2[nH]c1=O,-2,8,33,0.7,1.6,1636,-3,0.77,-13,4,-7
CCn1c(SCC(=O)N2CCC(C)CC2)nnc1-c1ccc(S(=O)(=O)N2CCN(C)CC2)cc1,.,-6,1,1,0.5,1564,-1,-0.67,7,0,4
COc1ccc(NC(=S)Nn2cnnc2)cc1OC,-12,2,5,0.9,-0.7,1588,5,0.58,5,-5,-16
Cc1ccc2nc(NC(=O)CCCC(=O)O)sc2c1,8,-4,7,0.9,0.1,1659,4,-0.92,-2,5,-6

# Sorted by heavy-atom count (rising): part of the list above
SMILES,S1P3 antag,Lmaj promast,bIAP inhibitor,bIAP act,Redox H2O2 prof,TR-FRET SRC-2 ct,PPARg SRC2 recr,ROMK mod,PPARg SRC3 recr,PPARg SRC1 recr,TLR4 MyD88 comp
COc1ccc(NC(=S)Nn2cnnc2)cc1OC,-12,2,5,0.9,-0.7,1588,5,0.58,5,-5,-16
COC(=O)C1=NN(C(C)=O)C2(CC(=O)N(c3cccc(C)c3)C2=O)C1 (stereo not drawn),-11,-5,-15,1.2,0.2,1774,7,.,2,-4,-1
COc1ccc(C(CNC(=O)c2cc(C)oc2C)N2CCOCC2)cc1 (stereo not drawn),-6,-4,-7,1.1,2.9,1513,2,.,-4,-6,4

# Other results
SMILES,S1P3 antag,Lmaj promast,bIAP inhibitor,bIAP act,Redox H2O2 prof,TR-FRET SRC-2 ct,PPARg SRC2 recr,ROMK mod,PPARg SRC3 recr,PPARg SRC1 recr,TLR4 MyD88 comp
O=C(N/N=C/c1ccc(N2CCOCC2)cc1)c1ccc(NS(=O)(=O)c2cccs2)cc1,-2,-2,-14,1.1,-0.9,1807,13,-0.013,2,14,2
COc1ccc(C(=O)/C=C/c2ccc(OC(=O)c3cc(OC)c(OC)c(OC)c3)cc2)cc1,-13,65*,-13,1.1,1.2,1399,5,.,0,-2,4
O=C(N/N=C/c1ccccc1F)NC1CCCCC1,6,4,14,0.9,-0.1,1616,8,.,2,8,-9
COc1ccc(C(=O)c2c(C)oc3ccc(O)c(CN4CCOCC4)c23)cc1,1,12,-12,1.1,1.9,1558,5,0.8,-1,-3,-3
Cc1onc(-c2ccccc2)c1C(=O)Nc1ccc(-c2nnc3n2CCCCC3)cc1,-5,6,-2,1,0.0,1538,0,0.34,-5,6,0
Cc1ccc(C2CC(c3ccc(F)cc3)Nc3nc(N)nn32)cc1 (stereo not drawn),-24,22,7,0.9,-2.6,1386,-2,.,3,0,4
CSc1n[nH]c(NCc2ccc(C)cc2)n1,.,4,6,0.9,-0.7,1431,3,0.25,-7,1,-12
Cc1cc(C)cc(NC(=S)NCCc2ccc(S(N)(=O)=O)cc2)c1,6,8,-15,1.1,-0.2,1592,5,.,4,0,10
O=C(NC(c1ccccc1)c1ccccc1)c1ccc(Br)o1,.,0,8,0.9,0.6,1619,1,1.2,-6,-8,-2
CCC1(C)NC(=O)N(/N=C/c2cc(OC)c(O)c(OC)c2)C1=O (stereo not drawn),-1,2,5,1,-0.2,1611,4,-0.41,3,-3,-7
COc1ccc(C)cc1NC(=O)C(Sc1nnc(Nc2ccccc2F)s1)c1ccccc1 (stereo not drawn),-3,22,-3,1,0.6,1587,3,.,0,-4,-11
COCCN1CCN(c2cc(-c3ccccc3)nc3cc(-c4cccc(F)c4)nn23)CC1,.,87*,3,1,-0.4,1426,8,0.18,4,4,-9
C/C(=N/NC(=O)c1cccc(N2CCCC2=O)c1)c1ccncc1,-12,-4,12,0.9,-1.2,1553,4,0.45,-4,6,-1
CC1(C)C(C=C(Cl)Cl)C1C(=O)N1CCN(Cc2ccccc2)CC1 (stereo not drawn),-4,5,-6,1.1,0.1,1336,-5,-0.52,3,-3,11
CC(=O)Nc1cccc(NC(=O)CSc2nnc(Cc3cccn3C)n2-c2ccc(F)cc2)c1,-67,1,-5,1,-0.5,1561,-3,.,7,3,-8
CC(C)C(=O)Nc1c(C(=O)c2ccc(F)cc2)oc2ccccc12,-23,-4,8,0.9,-2.6,1713,4,.,3,2,3
CC(=O)Nc1ccc(C(=O)CSc2nnnn2C2CCCC2)cc1,5,-9,14,0.9,-0.2,1550,7,-0.27,6,6,-6
CCCC(=O)NC(=S)Nc1c(C)cc(Br)cc1C,.,-2,.,.,-3.5,1473,1,.,-1,-6,-16
COc1cccc(C(=O)Nc2nc3ccc(S(C)(=O)=O)cc3s2)c1,14,16,14,0.9,-0.2,1588,10,2,-1,5,-3
CCN1CCN(Cc2c(O)ccc3c2O/C(=C\C=C\c2ccccc2OC)C3=O)CC1,-1,69*,9,0.9,0.4,1542,4,.,-1,0,3

# Random excerpt: 3 compounds from above.
SMILES,S1P3 antag,Lmaj promast,bIAP inhibitor,bIAP act,Redox H2O2 prof,TR-FRET SRC-2 ct,PPARg SRC2 recr,ROMK mod,PPARg SRC3 recr,PPARg SRC1 recr,TLR4 MyD88 comp
CC1(C)C(C=C(Cl)Cl)C1C(=O)N1CCN(Cc2ccccc2)CC1 (stereo not drawn),-4,5,-6,1.1,0.1,1336,-5,-0.52,3,-3,11
CC(=O)Nc1cccc(NC(=O)CSc2nnc(Cc3cccn3C)n2-c2ccc(F)cc2)c1,-67,1,-5,1,-0.5,1561,-3,.,7,3,-8
COc1ccc(C)cc1NC(=O)C(Sc1nnc(Nc2ccccc2F)s1)c1ccccc1 (stereo not drawn),-3,22,-3,1,0.6,1587,3,.,0,-4,-11

# Additional records:
SMILES,S1P3 antag,Lmaj promast,bIAP inhibitor,bIAP act,Redox H2O2 prof,TR-FRET SRC-2 ct,PPARg SRC2 recr,ROMK mod,PPARg SRC3 recr,PPARg SRC1 recr,TLR4 MyD88 comp
COc1ccc2[nH]cc(CCNS(=O)(=O)Cc3ccccc3)c2c1,-2,-7,2,1,0.9,1341,2,0.17,4,-1,-4
COc1ccc(N(CC(=O)NCc2cccs2)S(=O)(=O)c2c(C)nn(C)c2C)cc1,-23,-1,-2,1,-0.7,1622,6,.,8,2,-9
O=C(O)CCC(=O)N1CCc2cc(S(=O)(=O)NCc3cccs3)ccc21,-18,-7,-2,1,-0.4,1584,1,-0.65,3,2,6
CCOc1ccc(C(C)=O)cc1COc1ccc(-n2cnnn2)cc1,24,-7,12,0.9,-2.3,1421,-2,.,-7,-4,6
COC(=O)c1ccc(COC(=O)CNS(=O)(=O)c2ccc(C)cc2)cc1,-8,-1,8,0.9,0.1,1462,1,0.18,-3,-6,0
COc1ccccc1N1CCN(C(c2cccs2)C(C)NC(=O)c2cccs2)CC1 (stereo not drawn),.,13,6,0.9,0.6,1360,2,-0.16,3,3,9
O=C(Nc1cccnc1)c1ccc2snnc2c1,-24,5,8,0.9,1.1,1457,8,0.51,8,4,5
COc1ccc(NC(=S)N2CCN(C/C=C/c3ccccc3)CC2)c(OC)c1,-1,42,-9,1.1,-0.3,1519,16,0.004,2,1,-2
COc1ccc(Cc2nnc(NC(=O)C(C)(C)C)s2)cc1,-10,-7,-7,1.1,-0.4,1394,-1,0.74,5,-2,-7
CC(=O)Nc1sc2c(c1C(c1ccccc1Cl)N1CCN(CCO)CC1)CCCC2 (stereo not drawn),-13,37,-10,1.1,-1.6,1536,-1,-0.77,-2,-3,5
CCc1cc(-c2n[nH]c(=S)n2-c2ccccc2C)cs1,.,-4,15,0.9,0.1,1526,7,-0.34,10,-2,-3
CC(=O)N1CCc2c(sc(NC(=O)CN3C(=O)c4ccccc4C3=O)c2C(N)=O)C1,-25,-9,8,0.9,0.1,1652,10,.,2,11,-15
O=C(Nn1c(-c2ccncc2)nc2ccccc2c1=O)c1ccccc1Br,-11,3,-12,1.1,-2.1,1506,-1,-0.19,6,9,-4
CN1C(=O)N2CN(C3CCCCC3)CN3C(=O)N(C)C1C23 (stereo not drawn),.,2,4,1,-0.2,1548,13,-0.56,6,2,-5
